# Compound activity deposited in PubChem by Broad Institute.
# E-selectin induc – E-selectin induction on HUVECs; hit rate 0.37% among 260,000; HUVEC E-selectin immunofluorescence imaging; normalized: neutral wells 0, TNF-alpha wells 100; P16581; AID 686992; activation, % at 7.58 µM;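 active = mean E-selectin-positive cell signal at least 10% of the positive control, reached in at least 60% of replicates, without over 20% cell loss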;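 note: in these data hits start at about 27%; measured in HUVEC primary endothelial cells; signal is the percent of cells scored E-selectin positive by PE staining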
#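 Assay system: HUVEC, human umbilical vein endothelial cells / Amount: 3,000 HUVEC/well / Controls: TNF-alpha positive control, DMSO neutral control / Compound dosing: single concentration / Medium: EGM-2 over gelatin coat / Evaluation: percent E-selectin-positive cells / Signal: immunofluorescence imaging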
# miR-122 sensor – blocks miR-122 activity in Huh7 sensor cells; activation (reporter increase), % at 12.5 µM; hit rate 0.3% among 340,000; AID 602342; Huh7 miR-122 Renilla luciferase sensor, 48 h; neutral wells = 0, positive control = 100;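 active = mean replicate activation score at least 90 and every replicate individually at or above 90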;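 note: higher luciferase means less miR-122 activity so hits act as miR-122 inhibitors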
# RAD52 anneal inh – inhibitors of human RAD52 DNA annealing; P43351; recombinant RAD52 DNA annealing, FRET fluorescence; inhibition, % at 18.7 µM; hit rate 0.46% among 360,000; AID 651710;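 active = every replicate showing at least 50% inhibition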
# RAD54 branch – inhibitors of human RAD54 branch migration; Q92698; RAD54 Holliday junction branch migration, FAM/BHQ fluorescence; inhibition, % at 10.4 µM; hit rate 0.14% among 360,000;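 active = mean normalized replicate activity at least 40 and at least half of replicates scoring 40 or more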;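 note: 0% = median of neutral control wells and 100% = median of positive control wells; inhibitors cause a drop in the FAM fluorescence signal; in these data hits start at about 50%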
# Target sequence (Q92698 whole entry, looked up): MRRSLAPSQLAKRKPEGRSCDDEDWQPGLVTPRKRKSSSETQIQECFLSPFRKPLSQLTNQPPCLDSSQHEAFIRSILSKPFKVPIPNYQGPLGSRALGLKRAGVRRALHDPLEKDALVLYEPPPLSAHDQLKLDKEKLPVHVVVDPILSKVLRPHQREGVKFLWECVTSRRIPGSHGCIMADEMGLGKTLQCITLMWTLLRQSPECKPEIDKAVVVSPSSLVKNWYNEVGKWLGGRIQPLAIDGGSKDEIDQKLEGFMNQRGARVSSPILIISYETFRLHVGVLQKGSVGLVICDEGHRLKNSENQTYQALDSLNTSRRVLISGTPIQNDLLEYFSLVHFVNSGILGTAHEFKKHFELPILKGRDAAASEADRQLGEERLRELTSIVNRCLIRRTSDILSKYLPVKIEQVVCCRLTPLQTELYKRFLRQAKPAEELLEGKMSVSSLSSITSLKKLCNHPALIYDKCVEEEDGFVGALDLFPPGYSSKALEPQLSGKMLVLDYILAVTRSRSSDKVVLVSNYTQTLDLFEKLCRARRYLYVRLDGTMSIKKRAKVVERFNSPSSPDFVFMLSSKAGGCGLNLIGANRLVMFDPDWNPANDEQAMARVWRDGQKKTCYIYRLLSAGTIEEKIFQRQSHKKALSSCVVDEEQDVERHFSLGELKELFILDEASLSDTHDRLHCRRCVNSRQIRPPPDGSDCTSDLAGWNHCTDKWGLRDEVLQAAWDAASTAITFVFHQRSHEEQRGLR
# Cneo AK release – Cryptococcus neoformans lysis via adenylate kinase release; C. neoformans lysis, adenylate kinase release luminescence, 4 h; normalised: neutral wells 0, clomiphene wells 100; lysis activity, % at 15 µM; hit rate 0.2% among 360,000;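 active = mean lysis activity across replicates of at least 80%, whatever share of replicates individually reach that level; inactive = mean lysis activity below 80%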
#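 read-out = cell lysis signal | test system = log-phase Cryptococcus neoformans yeast cells | input = cells at 5 × 10^6 per mL | medium = fresh YPD growth medium | signal = luminescent adenylate kinase detection reagent | timing = 4 h at 37 °C static, read 1 h later | dosing = single dose | controls = Clomiphene as positive lysis control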
# ERAP1 HTS inh – inhibitors of human ERAP1 aminopeptidase. AID 652197. hit rate 0.15% among 340,000. Q9NZ08. inhibition, % at 10.7 µM. recombinant ERAP1, Leu-AMC fluorescence, 60 min;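 active = mean replicate inhibition of at least 30%, or all replicates individually reaching that 30% level; inactive = mean below 30% and not every replicate reaching it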;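 note: 0% = neutral control wells and 100% = L-leucinethiol positive control wells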
# PglD inh – inhibitors of Campylobacter jejuni PglD acetyltransferase; purified PglD enzyme, DTNB colorimetric CoA detection; inhibition, % at 12.5 µM; hit rate 0.098% among 360,000; AID 602405; in the data active = inhibition above about 16%, passing the limit was not always enough; note: strong numbers were not always called active
# PGC1a acetyl inh – PGC1a acetylation modulation, inhibitor mode; U2OS PGC1a acetylation, AlphaScreen anti-acetyl-lysine; with virally co-expressed GCN5 acetyltransferase; inhibition, % at 15.6 µM; hit rate 0.17% among 350,000; AID 651687;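 active = every replicate shows inhibition of at least 40%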;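 note: 0% = neutral control wells and 100% = positive control wells; some results beyond the cut were filed as inactive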
# Active calls of the source: *; nt = no result given; & = joins results of further samples; [ ] = another dose, or the depositor's remark.
canonical_smiles	E-selectin induc	miR-122 sensor	RAD52 anneal inh	RAD54 branch	Cneo AK release	ERAP1 HTS inh	PglD inh	PGC1a acetyl inh
Cc1ccn2c(=O)nc(SCC(=O)N3CCCC3)nc2c1	nt	2.8	-12.7	-7.2	-0.5	-1.6	0.6	nt
COc1ccc(OC)c(-n2nnnc2SCC(=O)NCc2ccc3c(c2)OCO3)c1	nt	4.2	nt	0.9	-1.0	nt	2.4	4.2
CC(=O)Nc1ccc(-c2ccnc3c2CC(C)(C(=O)NCc2ccc(N4CCN(C)CC4)cc2)O3)cc1 (stereo not given)	0.0	-3.8	33.1	20.5	-0.1	4.9	-7.1	-13.7
COc1ccc(C(O)Cn2c(=N)n(CCCN(C)C)c3ccccc32)cc1 (stereo not given)	nt	-10.5	nt	-2.0	-1.6	nt	-3.2	-5.2
COc1ccc(CCNC(=O)c2cnc3ccccn3c2=O)cc1	-0.1	3.6	-4.6	-3.0	-2.2	11.3	-3.0	nt
COc1cccc(CN2CCN(C(=O)c3cccc4ccccc34)CC2)c1	nt	-3.2	-8.5	-2.8	-0.8	-4.1	5.1	2.8
CC(C)C#Cc1cnc2c(c1)C(=O)N([C@H](C)CO)C[C@@H](C)[C@H](CN(C)C(=O)Nc1ccccc1F)O2	0.2&-0.1	5.1	-15.9&-1.9&1.2	-5.8&2.9&0.8	1.4&3.8&7.2	7.7&-1.3&-0.3	-7.8&0.3&-2.3	-5.3&-0.2&-0.3
COc1cc(NC(=O)C2CCCN(c3ncnc4c3nc3n4CCCCC3)C2)cc(OC)c1OC (stereo not given)	nt	0.0	-7.8	-4.4	-10.3	-2.1	-7.5	-36.1
C[C@@H]1CN([C@@H](C)CO)C(=O)c2cc(NS(=O)(=O)c3cccs3)ccc2O[C@H]1CN(C)S(=O)(=O)c1cn(C)cn1	9.9	4.5[16.7 µM]	6.1	5.3	-0.3	-3.2	0.2	-7.3
C[C@H]1CN([C@@H](C)CO)C(=O)c2cc(N(C)C)ccc2O[C@H]1CN(C)Cc1ccc(C(=O)Nc2ccccc2N)cc1	1.8	119.5*[16.7 µM]	nt	-26.4	nt	nt	7.7	-8.0
Cc1nonc1CN(C)C(=O)c1cc(COc2ccc(F)cc2Cl)on1	nt	1.1	-1.9	0.6	-7.8	-0.2	-3.1	-0.9
N#Cc1nc(-c2cccc3ccccc23)oc1N	0.1	-2.0	-7.7	-0.3	0.5	2.4	-1.9	4.2
COc1cccc(-c2ccc([C@H]3[C@H]4CN(S(=O)(=O)c5cn(C)cn5)CCCCN4[C@H]3CO)cc2)c1	0.3	4.6[16.7 µM]	6.8	-4.1	0.1	0.6	0.9	5.1
COC(=O)c1ccc(CSc2nc(C)nc3c2c(=O)n(C)c(=O)n3C)o1	nt	nt	5.2	3.9	-1.6	-5.5	2.4	nt
CN(C(=O)CCc1ccccc1F)C1CCCN(Cc2ccccc2F)C1 (stereo not given)	0.0	-0.6	-15.0	-5.4	-5.2	-0.7	2.4	1.9
CC(=O)Nc1ccc(S(=O)(=O)NNC(=S)NCc2ccco2)cc1	-1.7	-3.1	-13.7	-12.5	0.9	-4.5	1.7	8.2
C/C(CC(=O)Nc1ccc(N(C)C)cc1)=N\NC(=O)c1ccc(Cl)cc1	0.2	-3.7	-13.8	0.4	-5.1	1.0	4.5	-4.5
COc1cc(NC(=O)Cc2nn(C)c(=O)c3ccccc23)cc(OC)c1	nt	-2.3	nt	-0.6	14.7	nt	21.0*	10.1
O=C(Nc1cccc(-n2cnnn2)c1)c1cc2ccccc2o1	0.2	nt	-5.9	-4.1	-5.4	0.3	3.2	nt
CC(C)Oc1ccc(C2NC(=O)c3ccccc3O2)cc1 (stereo not given)	0.1	0.9	-0.9	-4.8	0.3	-4.6	6.7	10.1
Cc1cc2oc(C(=O)NCc3ccccc3)cc(=O)c2cc1C	0.0	-2.9	-16.9	-14.9	-3.0	-6.7	-1.6	-6.4
Cc1csc(N2CCCC2=O)n1	nt	-9.3	-7.0	-6.2	0.2	0.9	0.8	5.4
CC1(C)CN(CCc2ccccc2)C(=O)[C@H]1CC(=O)Nc1ccc(Br)cc1	0.0	-7.5	10.6	-0.6	9.3	-0.6	-2.0	5.6
CCOC(=S)N/C(=N\S(=O)(=O)c1ccc(C)cc1)c1ccccc1	nt	-3.4	-14.7	1.6	-1.5	-2.1	2.3	6.4
O=C(Nc1c(S(=O)(=O)c2ccccc2)csc1Br)c1ccccc1Cl	0.1	6.6	-14.6	-1.6	0.2	nt	-4.9	14.3
O=C(Cn1cc2c(n1)CCCCC2)N1CCCCC1	0.1	0.2	-3.3	6.3	-1.6	0.3	-0.1	nt
CCOC1=C2[C@H](c3ccccc3)N(S(=O)(=O)c3ccccc3)C[C@H]2n2c(=O)n(-c3ccccc3)c(=O)n2C1	nt	13.0	-20.5	-2.7	0.7	nt	-5.9	2.5
CC1(C)CC(=O)C=C(NCCN2CCN(C(=S)Nc3ccc(F)cc3)CC2)C1	0.6	-4.0	-12.8	0.9	-1.5	nt	-5.7	6.6
CCN1[C@@H]2c3ccc(-c4ccncc4)c(=O)n3C[C@H]1[C@H](CO)[C@H]2C(=O)Nc1ccccc1	0.1	nt	11.7	13.9	-1.0	0.2	2.2	nt
CCCc1cc(=O)[nH]c(SCC(=O)Nc2cc(S(=O)(=O)N3CCOCC3)ccc2N(CC)CC)n1	0.3	10.4	1.4	nt	nt	-0.5	nt	4.4
COc1ccc(-c2[nH]c(-c3ccc(F)cc3)nc2SCC(=O)NCc2ccco2)cc1OC	nt	nt	12.8	-4.9	2.7	-2.2	-2.2	nt
Cc1ccc2c(c1)C(=O)C(=O)N2CC1COc2ccccc2O1 (stereo not given)	0.9	5.8	-12.8	-5.3	-0.3	-0.3	4.4	-6.9
c1cncc(-c2nnc3sc(-c4ccco4)nn23)c1	-1.1	-4.4	nt	-2.3	3.7	nt	2.2	nt
C=CCOC(=O)C(=O)/C=C/c1coc2ccccc2c1=O	-0.1	-4.4	-80.5	2.3	-0.2	-2.4	1.2	-9.4
COc1ccc(NC(=O)c2ccc3[nH]c(C)c(C)c3c2)c(OC)c1	0.6	-0.3	-15.0	2.4	-1.3	-1.0	-4.8	-10.1
Cc1ccccc1N1C(=O)CC(N2CCN(C(=O)c3ccco3)CC2)C1=O (stereo not given)	nt	nt	-9.7	-6.2	-4.8	2.1	3.8	nt
O=C(CCc1nnc(C2(c3ccc(Cl)cc3)CCC2)o1)N1CCCC(O)C1 (stereo not given)	0.3	6.0	1.8	-0.8	-5.8	6.7	-4.4	-2.2
COc1cccc(CNC(=O)C2CCN(C(=O)N(C)C)CC2)c1	nt	-2.1	nt	8.8	-1.7	nt	-4.2	-1.4
C[C@H](CO)N1C[C@H](C)[C@@H](CN(C)C(=O)Nc2ccc(F)cc2)Oc2c(NS(=O)(=O)c3ccccc3)cccc2C1=O	-0.2	128.4*[16.7 µM]	5.3	-10.1	102.2*	-1.3	4.6	1.0
COCCNc1nc(Oc2cccc(NC(C)=O)c2)c2sc(-c3ccccc3)cc2n1	-0.3	7.0	-8.7	-4.5	-1.1	8.4	4.0	-4.9
CO[C@H]1CN(C)C(=O)c2cc(NC(=O)C3CC3)ccc2OC[C@H](C)N(C(=O)Cc2ccccn2)C[C@@H]1C	-0.1	nt	-1.2	-0.6	-12.5	-0.4	6.3	0.6
CCC(Oc1ccc2ccccc2c1)C(=O)O (stereo not given)	nt	1.5	nt	-4.4	-2.6	nt	-2.4	8.2
CC1(Oc2cccc(F)c2)CCN(Cc2csc3ccccc23)C1 (stereo not given)	0.2	-1.0	-6.1	-8.7	-1.1	0.9	3.5	-6.4
Cc1noc(C)c1NC(=O)Nc1cccc2c1O[C@H](CN(C)C)[C@@H](C)CN([C@@H](C)CO)C2=O	nt	1.4[16.7 µM]	7.0	0.7	2.3	-0.5	2.1	3.1
N=c1ncn(CC(O)CN2CCOCC2)c2nc(N3CCOCC3)[nH]c12 (stereo not given)	nt	-4.6	nt	-4.2	-0.3	nt	4.4	-4.4
CC(C)NC(=O)Nc1ccc2c(c1)C(=O)N([C@@H](C)CO)C[C@H](C)[C@H](CN(C)C(=O)NC(C)C)O2	-0.1	-3.2[16.7 µM]	-5.4	-0.5	-3.5	-0.2	-0.5	0.5
COc1ccc([N+](=O)[O-])cc1NC(=O)CSc1ccc2ccccc2c1	nt	-1.4	7.3	9.4	-2.0	3.8	3.6	-17.3
CN(C1CCCCC1)S(=O)(=O)c1ccccc1	nt	-2.7	nt	-4.5	7.7	nt	-1.3	8.9
C[C@@H](NC(=O)C[C@@H]1C[C@@H]2c3cc(NS(C)(=O)=O)ccc3O[C@@H]2[C@@H](CO)O1)c1ccccc1	1.0	-2.2[16.7 µM]	-1.5	-8.0	54.8	-0.4	3.6	10.9
O=C1CC2c3ccccc3C1C1C(=O)N(CCO)C(=O)C21 (stereo not given)	-0.6	-3.0	-14.6	nt	nt	2.5	nt	9.5
C[C@H]1CN([C@@H](C)CO)C(=O)c2cc(Br)cnc2O[C@@H]1CN(C)C(=O)NC1CCCC1	0.9	6.7[16.7 µM]	0.3	-1.8	-5.0	-0.6	0.6	-1.3
CC1C(=O)N2CCCc3cc(NS(=O)(=O)c4ccc([N+](=O)[O-])cc4)cc1c32 (stereo not given)	0.6	-5.5	-16.5	1.8	-0.4	-4.0	0.3	7.2
CO[C@H]1CN(C)C(=O)c2ccc(NC(C)=O)cc2OC[C@@H](C)N(C(=O)CN(C)C)C[C@@H]1C	-0.2	1.9[16.7 µM]	nt	-32.4	nt	nt	2.7	-3.8
CCN(C(=O)Nc1cccc(Cl)c1)c1ccccc1	nt	-8.9	-6.2	-3.2	2.5	-3.9	-4.7	-3.8
COc1ccc(C(=O)C2CCCN(C(=O)C3CCOCC3)C2)cc1OC (stereo not given)	nt	3.5	-1.6	12.7	-1.3	-4.3	9.0	-2.5
CCc1nc(SCC(=O)c2ccc(Cl)s2)c2oc3ccccc3c2n1	nt	14.1	nt	-2.3	1.8	nt	-1.8	-20.6
O=C(O)c1cccc(OCCN2CCCC2=O)c1	3.6	0.3	-20.0	-2.9	0.1	3.6	5.6	9.9
NC(=O)COc1ccc(/C=N\NC(=O)CC(=O)NCCc2ccccc2)cc1	nt	nt	-16.4	1.7	0.6	-2.6	-7.8	-2.1
COc1ccc(S(=O)(=O)Nc2ccc3c(c2)CC(=O)N([C@@H](C)CO)C[C@H](C)[C@@H](CN(C)CC2CC2)O3)cc1	0.3	-1.4[16.7 µM]	nt	-3.7	nt	nt	nt	1.1
O=C(O)CNC(=O)C(c1ccccc1)c1ccccc1	3.5	2.0	-7.4	nt	nt	-2.7	nt	nt
COC(=O)C[C@H]1CC[C@H]2[C@H](COc3ccc(NS(=O)(=O)c4ccc(C)cc4)cc3C(=O)N2C)O1	0.0	2.8[16.7 µM]	7.4	1.9	2.7	-2.0	1.6	-5.1

# Entries of single compounds, looked up by structure. Order of screens: E-selectin induc	miR-122 sensor	RAD52 anneal inh	RAD54 branch	Cneo AK release	ERAP1 HTS inh	PglD inh	PGC1a acetyl inh
# C[C@H](CO)N1C[C@H](C)[C@@H](CN(C)C(=O)Nc2ccc(F)cc2)Oc2c(NS(=O)(=O)c3ccccc3)cccc2C1=O reads -0.2	128.4*[16.7 µM]	5.3	-10.1	102.2*	-1.3	4.6	1.0
# CCOC1=C2[C@H](c3ccccc3)N(S(=O)(=O)c3ccccc3)C[C@H]2n2c(=O)n(-c3ccccc3)c(=O)n2C1 reads nt	13.0	-20.5	-2.7	0.7	nt	-5.9	2.5
